Cardio protect – myocardial damage modulation in H9c2 cells; protection from H2O2 cell death, % at 20 µM; 360,000 tested, 0.63% active; H9c2 cardiomyocytes, H2O2 injury protection, ATPLite, 2 h;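 active = compounds giving at least 50% protection of heart cells from peroxide-induced death in the single-dose screen, raw or plate-pattern-corrected value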;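 note: 0% = DMSO wells with peroxide and 100% = DMSO wells without peroxide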
N-glyco inh – blocks N-linked glycosylation in D54 reporter cells. 360,000 tested, 0.23% active. D54 ERlucT glycosylation luciferase reporter, 24 h; percent of 100 nM tunicamycin response. reporter increase, % at 12.5 µM;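 active = mean luciferase reporter signal, scaled so untreated is 0 and the glycosylation-blocking control 100, at or above a set limit in every replicate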;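 note: luciferase carries N-glycosylation sites so blocking glycosylation raises the light; 0% = median of neutral control wells and 100% = median of 100 nM tunicamycin wells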
hiPSC survival – increases survival of single human iPS cells | 360,000 tested, 0.044% active | survival enhancement, % at 20 µM | hiPSC single-cell survival, ATPlite luminescence; 100% = ROCK inhibitor wells, 0% = DMSO; in the data active = survival enhancement above about 18%;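 note: cells exposed to compounds for 16 hours before the ATP read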
ABCB6 inh MLPCN – human ABCB6 transporter inhibition. Q9NP58. K562-ABCB6 porphyrin accumulation, flow cytometry, 1 h; active compounds read low. fluorescence ratio to DMSO, % at 10 µM. 360,000 tested, 0.19% active;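 active = fluorescence ratio to DMSO below 75%, the collection mean minus 3 SD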;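 note: signal is porphyrin accumulated inside mitochondria; 100% equals median channel fluorescence of DMSO control wells; lower ratio means ABCB6 inhibition with less porphyrin fluorescence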
MC4R antag cAMP – human MC4R antagonism in cAMP assay; P32245; MC4R-expressing cells, MTII-stimulated cAMP, LANCE TR-FRET; inhibition, % at 6.5 µM; 360,000 tested, 0.48% active; AID 540295;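 active = inhibition above its plate's cutoff, the mean of tested wells on that plate plus 3 SD, cut at about 29% in these data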;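 note: 0% = Melanotan II alone and 100% = Melanotan II plus saturating MCL0020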
Target sequence (P32245 whole entry, looked up): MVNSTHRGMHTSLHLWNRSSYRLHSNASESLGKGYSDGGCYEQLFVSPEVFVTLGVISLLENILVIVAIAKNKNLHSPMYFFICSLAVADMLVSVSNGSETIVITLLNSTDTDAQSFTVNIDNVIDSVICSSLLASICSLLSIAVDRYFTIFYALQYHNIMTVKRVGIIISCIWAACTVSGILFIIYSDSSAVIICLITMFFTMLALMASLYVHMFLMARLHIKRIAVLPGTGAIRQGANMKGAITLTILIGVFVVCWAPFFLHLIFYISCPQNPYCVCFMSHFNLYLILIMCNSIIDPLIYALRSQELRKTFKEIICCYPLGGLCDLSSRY
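Material: U2OS-MC4R stable cell line | Reagent: Melanotan II challenge after compound preincubation | Doses: One concentration, 6.5 µM nominal | Incubation: 30-min compound preincubation, 1-h Melanotan II challenge, 1-h detection, room temperature | Signal: TR-FRET cAMP assay | Replicates: One well per compound, no replicates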
Exocytosis inh – blocks lytic granule exocytosis. TALL-104 LAMP-1 surface exposure, flow cytometry; cells stimulated with thapsigargin and PMA. inhibition, % at 10 µM. 360,000 tested, 0.66% active;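 active = inhibition above about 55%, limit read from the data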
MC4R barr agon – activates human MC4R beta-arrestin recruitment. AID 540308. 360,000 tested, 0.98% active. activation, % at 8.9 µM. U2OS MC4R beta-arrestin complementation, luminescence; percent of melanotan II response, DMSO zero;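 active = activation above a per-plate cutoff, the mean activation of sample wells on that plate plus 3 SD, cut at about 8% in these data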
ABHD5 PLIN5 PPI – inhibitors of human ABHD5-perilipin-5 interaction; Q00G26+Q8WTS1; Split G. princeps luciferase complementation, luminescence, 4 h; inhibition, % at 4 µM; 360,000 tested, 0.78% active; AID 602281;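 active = inhibition above the mean inhibition across every tested compound plus 3 SD, cut at about 22% in these data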;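 note: 0% = DMSO only wells and the 100% control is not disclosed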
aDG glyco up – alpha-DG glycosylation activation | Pro5-aDG cells, alpha-DG glycosylation AlphaScreen (IIH6); 0% Pro5, 100% B10-LARGE cell signal | AID 624168 | activation, % at 10 µM | 360,000 tested, 0.22% active;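 active = activation of at least 8% versus controls, or a plate z-score of at least 8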;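 note: Pro5 are CHO cells carrying HIG-tagged alpha-DG that lacks glycosylation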
m5-HT2A agonist – mouse HTR2A agonism via beta-arrestin recruitment; CHO-K1 mHTR2A beta-arrestin complementation, luminescence; percent of 30 µM serotonin response; activation, % at 7.6 µM; 360,000 tested, 0.66% active; AID 624169;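 active = activation above a run cutoff, the mean activation of all tested compounds plus 3 SD, cut at about 14% in these data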;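 note: 0% = plate median of compound wells and 100% = 30 µM serotonin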
Target sequence (P35363 whole entry, looked up): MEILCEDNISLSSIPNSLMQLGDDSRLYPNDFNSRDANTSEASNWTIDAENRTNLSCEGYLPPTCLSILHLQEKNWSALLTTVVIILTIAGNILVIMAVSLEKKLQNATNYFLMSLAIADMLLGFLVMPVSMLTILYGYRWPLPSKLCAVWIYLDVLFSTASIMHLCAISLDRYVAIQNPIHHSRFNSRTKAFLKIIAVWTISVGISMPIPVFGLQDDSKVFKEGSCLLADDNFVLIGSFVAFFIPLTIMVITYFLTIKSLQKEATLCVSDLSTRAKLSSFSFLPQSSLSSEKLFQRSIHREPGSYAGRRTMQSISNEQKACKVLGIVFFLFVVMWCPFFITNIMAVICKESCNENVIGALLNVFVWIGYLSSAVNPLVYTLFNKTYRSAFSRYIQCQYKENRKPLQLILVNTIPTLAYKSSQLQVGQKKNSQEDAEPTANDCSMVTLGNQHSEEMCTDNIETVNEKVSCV
* hit, by the source's call. Random draw from the library. About 4.5% of those tested had a hit in this group.

Start of the data: the first 4 compounds, ahead of the listing:
SMILES	Cardio protect	N-glyco inh	hiPSC survival	ABCB6 inh MLPCN	MC4R antag cAMP	Exocytosis inh	MC4R barr agon	ABHD5 PLIN5 PPI	aDG glyco up	m5-HT2A agonist
CCCCN(CC)CCNC(=S)Nc1ccc2nc(N3CCN(C)CC3)cc(C)c2c1	8	1	-0.4	102	2	28	-0.5	9	0.8	-5
CC(Oc1ccc(Cl)cc1Cl)C(=O)NNC(=O)c1cccnc1 (stereo not drawn)	-1	-1	0.3	101	-1	-2	-0.8	2	-0.3	-3
O=C(c1ccc(CS(=O)c2ccccc2Cl)o1)N1CCN(c2ccccn2)CC1 (stereo not drawn)	9	25	-0.6	101	-16	-14	-0.1	1	0.0	1
CCOC(=O)C1=C(CP(=O)(c2ccccc2)c2ccccc2)NC(=O)NC1c1ccc(Cl)cc1 (stereo not drawn)	3	-2	0.6	96	4	-8	-3.0	-3	0.3	-1

The list itself, previewed entries included:
SMILES	Cardio protect	N-glyco inh	hiPSC survival	ABCB6 inh MLPCN	MC4R antag cAMP	Exocytosis inh	MC4R barr agon	ABHD5 PLIN5 PPI	aDG glyco up	m5-HT2A agonist
CCCCN(CC)CCNC(=S)Nc1ccc2nc(N3CCN(C)CC3)cc(C)c2c1	8	1	-0.4	102	2	28	-0.5	9	0.8	-5
CC(Oc1ccc(Cl)cc1Cl)C(=O)NNC(=O)c1cccnc1 (stereo not drawn)	-1	-1	0.3	101	-1	-2	-0.8	2	-0.3	-3
O=C(c1ccc(CS(=O)c2ccccc2Cl)o1)N1CCN(c2ccccn2)CC1 (stereo not drawn)	9	25	-0.6	101	-16	-14	-0.1	1	0.0	1
CCOC(=O)C1=C(CP(=O)(c2ccccc2)c2ccccc2)NC(=O)NC1c1ccc(Cl)cc1 (stereo not drawn)	3	-2	0.6	96	4	-8	-3.0	-3	0.3	-1
CC(C)(C)C1CCc2onc(C(=O)Nc3cccnc3)c2C1 (stereo not drawn)	-1	-2	-0.2	101	13	-1	3.4	-3	-0.1	0
COc1ccc(C2N=C(N)N=C(N)N2c2ccccc2OC)cc1OC (stereo not drawn)	-1	-3	-0.8	96	5	-1	4.3	-2	0.2	1
CSc1nnc(-c2cc3c(-c4ccccc4)nn(C)c3s2)n1C	30	1	1.4	93	11	-3	0.8	8	-0.2	9
CN(C)S(=O)(=O)c1cccc(C(=O)Nc2ccccc2N2CCCCC2)c1	-6	-3	0.3	99	8	29	-0.5	-3	0.0	2
O=C(CSc1nncs1)Nc1ccc2c(c1)OCO2	-5	4	-2.9	97	-5	3	0.5	1	-0.3	5
COc1ccc(Cl)cc1NC(=O)N1CCN(S(C)(=O)=O)CC1	-1	-1	-3.2	99	3	-5	-0.2	8	-0.1	-3
Cc1ccc2c(c1)N(C(=O)CCC(=O)NCCCN1CCOCC1)CCO2	10	0	2.1	95	2	3	0.6	-1	-0.1	-2
CCn1nc(C(=O)NCC(c2cccs2)N2CCOCC2)c2ccccc2c1=O (stereo not drawn)	2	0	-0.4	100	0	-3	0.8	17	0.1	5
CCOc1cc(/C=N/NC(=O)c2cccnc2)ccc1OCc1ccc(C(=O)OC)o1	32	0	2.1	99	8	1	-3.2	4	-0.1	1
O=[N+]([O-])c1ccc(NN=Cc2ccc(O)cc2)nc1	-1	-11	0.4	95	-4	4	-4.4	0	-0.3	-3
CC(C)(C)S(=O)(=O)N1Cc2ccc(CO)cc2[C@H]1CCO	20	3	-0.1	101	2	-6	-1.2	6	-0.1	-2
Cc1ccc2nc(-c3ccccn3)cc(C(=O)N3CCN(c4ncccn4)CC3)c2c1	35	-3	-1.8	95	1	-2	-0.2	-2	-0.5	0
CCOC(=O)c1ccc(S(=O)(=O)N2CCN(C(=O)c3ccccn3)CC2)cc1	-13	0	-1.2	99	6	6	-1.1	2	0.2	1
Cc1c(C)c2c(OCC(=O)Nc3cccnc3)cc3c(c2oc1=O)CCC(C)(C)O3	10	2	2.6	100	15	-7	-1.3	-5	0.0	-4
CC(=O)Nc1nnc(-c2ccc3c(c2)CCCC3)o1	-20	-5	0.6	101	9	2	-1.2	-4	0.1	-5
O=C(COc1ccccc1Cl)N1N=C(c2cccs2)CC1c1ccco1 (stereo not drawn)	-13	-4	3.5	99	13	-7	0.6	13	0.3	12
Cc1ccc(F)cc1C(=O)N1CCC1(C)C(=O)O (stereo not drawn)	-1	1	3.4	110	-6	-8	-0.5	7	-0.4	4
COc1ccc(C(CNC(=O)c2cc3c(s2)CCC(C)C3)N2CCOCC2)cc1 (stereo not drawn)	-3	-5	0.8	105	-2	-3	-0.8	6	0.1	-4
CCCC(=O)Nc1sc(C(=O)Nc2cccc(N)c2)c(C)c1C(=O)OC	-1	-4	-0.6	99	9	2	-0.9	-2	-0.1	1
O=C(c1ccco1)N1CCN(c2cccc(Cl)c2)CC1	3	0	-1.6	97	8	0	0.0	2	0.3	2
Cc1nc2ccc(NC(=O)CS(=O)(=O)c3ccc(F)cc3)cc2s1	1	0	-0.4	97	2	1	2.7	4	0.2	-3
CCc1c(O)nc(N2CCN(Cc3ccccc3)CC2)[nH]c1=O	4	0	-0.1	98	3	-3	-1.2	-1	0.1	7
CCS(=O)(=O)N1Cc2ccccc2CC1C(=O)Nc1nnc(SCc2c(Cl)cccc2Cl)s1 (stereo not drawn)	-6	-5	-0.1	98	17	0	2.1	3	-0.3	4
CCOC(=O)C1CCCCN1S(=O)(=O)c1ccc2c(c1)CC(C)N2C(=O)C1CCC1 (stereo not drawn)	0	0	-0.4	92	15	1	0.8	-5	0.0	8
COc1ccccc1N(C)S(=O)(=O)c1ccc(C(=O)OCC(=O)NCCC2=CCCCC2)cc1	-5	1	-0.9	101	14	-1	-2.2	1	-0.1	-1
COC(=O)c1cc(OC)c(OC)cc1NC(=S)Nc1cccc(C(C)=O)c1	3	5	0.3	96	-8	-3	-2.3	-3	-0.4	3
COc1ccc(CNC(=O)CN2C(=O)NC3(CCCCCC3)C2=O)cc1	6	1	-0.1	94	8	-5	-2.8	1	0.6	5
Cc1ccc2c(c1)N(CCC(=O)NCc1cccs1)C(=O)C(C)O2 (stereo not drawn)	0	1	1.1	83	4	-1	-0.7	6	-0.1	3
CCCS(=O)(=O)N1CCN(C(=O)c2cccs2)CC1	5	0	-2.6	91	8	-4	-0.5	-2	-0.3	4
COc1ccc(N(C(=O)Cn2nnc3ccccc32)C2(C(=O)NC3CCCC3)CCCCC2)cc1	7	-1	-0.3	100	-1	0	-0.7	-5	0.4	-3
C=CCNC(=O)c1onc(CSc2cc(C)cc(C)c2)c1C(=O)NCC=C	-6	0	1.0	94	5	-1	-0.9	-9	0.1	-5
COc1cc2sc3cc(NCc4ccc5c(c4)OCO5)ccc3c(=O)c2cc1OC	10	13	-1.9	99	-8	-4	-0.7	4	0.1	1
O=C1CC(c2nc3ccccc3[nH]2)CN1Cc1ccccc1 (stereo not drawn)	2	0	-0.1	93	-3	2	-0.8	-1	0.1	-3
COc1ccc(CNC(=O)CSc2nc(C)cs2)cc1	2	0	1.2	101	12	0	-0.5	-1	-0.3	-4
CC(Nc1n[nH]c(=S)[nH]c1=O)C(=O)OCc1ccccc1 (stereo not drawn)	5	3	0.6	98	-8	-2	0.8	0	-0.2	0
O=C(NCc1cccnc1)c1cc(C2CCCN(S(=O)(=O)c3cccs3)C2)on1 (stereo not drawn)	-4	-2	1.9	96	-7	-3	1.0	3	0.0	1
COCc1cc(C)n(CC(=O)Nc2cc(C)cc(C)c2)c(=O)c1C#N	5	3	1.3	95	0	6	0.7	-3	0.2	0
CC(C)CC(OC(=O)CC1Sc2ccccc2NC1=O)C(=O)NC1CCCC1 (stereo not drawn)	8	3	-0.1	103	2	3	-1.7	0	0.0	5
O=C(Cc1ccccc1[N+](=O)[O-])NCc1ccccc1Cl	-7	-4	-2.8	97	8	-2	-2.5	-4	-0.2	-3
O=C(CN(C(=O)CNC(=O)c1cccs1)c1ccccc1F)NC1CCCC1	8	1	-0.4	97	8	-2	-0.4	2	0.1	0
COc1ccc(OC)c2[nH]c(=O)c(CCNC(=O)c3ccc(Br)o3)cc12	29	2	2.0	94	2	0	-0.6	-5	-0.2	0
COc1ccc(CNC(=O)C(=O)NCC2CCCN2S(=O)(=O)c2cccs2)cc1 (stereo not drawn)	-3	-3	-0.5	100	16	-8	-2.1	0	0.1	1
Nc1cc(Cl)nnc1Cl	0	1	0.4	93	18	2	-1.3	7	0.4	19*
Nc1cccc2[nH]c(=O)c3ccccc3c12	48	-3	-1.6	101	1	23	-1.7	0	-0.2	-4
COc1ccccc1N1CCN(C2CCCN(C(=O)CN3CCCCC3=O)C2)CC1 (stereo not drawn)	-2	1	0.7	96	-2	0	-2.5	2	0.3	-6
CN(CC(=O)Nc1ccc(C#N)cc1)Cc1ccc(Cl)cc1	-1	2	-0.4	95	-1	-2	1.0	2	0.6	-1
O=C(COC(=O)c1ccccc1NC(=O)c1ccccc1)c1ccc([N+](=O)[O-])cc1	11	1	5.7	110	16	1	0.7	-12	0.3	0
O=C(NCc1ccccn1)C(=O)Nc1cccc2ccccc12	0	4	-3.0	97	-3	-1	-2.8	3	0.2	2
Cc1ccc(S(=O)(=O)NCCC(=O)NCCCSc2ccccc2)cc1	-9	-2	-0.3	94	9	-3	0.0	10	-0.3	1
Cc1nnc(N/N=C/C2CC=CCC2)[nH]c1=O (stereo not drawn)	8	3	0.7	97	34*	-4	-0.6	6	-0.6	-3
CCC1CCCCN1CCCNC(=O)CNC(=O)c1nn(-c2ccc(OC)c(Cl)c2)c(=O)c2ccccc12 (stereo not drawn)	12	-3	0.4	99	-6	43	-0.9	5	0.0	-7
CC(C)[C@H](NC(=O)N1CCn2c1nc1ccccc12)C(=O)NCc1ccc2c(c1)OCO2	-7	4	-0.5	99	7	-7	-2.4	3	-0.2	-1
Cc1cccc(OCc2nc(-c3ccc(-n4cccc4)cc3)no2)c1	-21	1	-0.2	100	6	-1	3.4	-7	0.0	3
O=C(O)CCCC(=O)N1CCCC1	0	-2	-1.0	92	3	0	1.9	3	-0.5	2
CN1OC[C@@H]2CN(Cc3ccccc3)[C@H](c3cccc(-c4ccccc4)c3)C[C@@H]21	-18	-2	-1.4	99	8	-1	-1.0	-1	0.0	-3
Cc1ccc(C(C)C)c(OCC(=O)Nc2ccc(N3CCOCC3)cc2N2CCOCC2)c1	-3	-5	-0.2	98	11	3	-4.1	-8	-0.2	-2
COc1cccc(NC(=O)CCC2CCN(C(=O)c3cccc(NC(C)=O)c3)CC2)c1	4	-1	-0.3	92	4	2	-1.4	-3	-0.1	-4
CC[C@]12c3[nH]c4ccc(Cl)cc4c3CCN1C(=O)[C@@H](CC(=O)NC/C=C(\C)CCC=C(C)C)C[C@@H]2C(=O)N1CCN(C(=O)c2ccco2)CC1	-15	-2	0.2	107	6	-6	0.7	3	0.8	2
Cc1cccc[n+]1C1C(c2ccc([N+](=O)[O-])cc2)C(C#N)=C(C(=C=[N-])C#N)NC1(O)C1CC1 (stereo not drawn)	2	3	0.8	96	24	0	-1.2	-4	-0.3	3

Screens (PubChem BioAssay)
